ERK EGF inh = qHTS Assay for Inhibitors of the ERK Signaling Pathway using a Homogeneous Screening Assay; Stimulation with EGF; HEK293-V1b, EGF-stimulated phospho-ERK AlphaScreen; Potency, µM (series often up to 11.5 µM), inactives show at the top dose activity change, negative = inhibition, most hits filed as inhibitors; actives 0.41% (n = 130,000); AID 1454, 2008; active = well fitted inhibition curve with a large enough effect; inconclusive = small, poorly fitted or top-dose-only effect, or effect the other way;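 also: plate controls were stimulated vehicle wells for no effect and unstimulated vehicle basal for full effect; nearly all actives have a fitted effect of over 55% in size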
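HEK293 cells stably expressing V1b receptor, serum-reduced (1% FBS) overnight, got compound for 30 min at 37C, then 25 nM EGF for 5 min. Lysate phospho-ERK read by AlphaScreen SureFire; AC50 from Hill fits.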
* hit, by the source's call; ? = inconclusive; [ ] = remark or other dose. Potency is read from the fitted curve at half-maximal effect. This is a subset; count on the stated rates, not on these rows.

ERK EGF inh	structure
2%[57.5 µM]	O=C1COCC(=O)N1CCc1c[nH]c2ccccc12
-1%	C/C=C/C=C/C(=O)OC(C)C(=O)Nc1cc([N+](=O)[O-])ccc1OC (centres undefined)
?	CC1CCC(C(C)C)C(OC(=O)COC(=O)c2cc(O)ccc2N)C1 (centres undefined)
0%	Cc1ccc(CNC(=O)C2=CCN(S(=O)(=O)c3ccc(C)cc3)CC2)cc1
-2%	COc1cc(/C=C/c2ccc3cccc([N+](=O)[O-])c3n2)ccc1OCC(=O)O
10%	CCN(CC)S(=O)(=O)c1ccc2c(c1)nc(CCC(=O)OCC(=O)Nc1c(F)cccc1F)n2C
4%	CCOC(=O)CNC(=S)N1CCn2c(nc3ccccc32)C1
5%	CC(=O)N1Cc2ccccc2C(C)CC12CCCCC2 (centres undefined)
2%	Cc1c(Cl)cccc1N/C(=N/S(=O)(=O)c1cccs1)c1ccccc1
6%[57.5 µM]	CCC(C)[C@H]1CNC(=S)N1CCc1cc(C(F)(F)F)cc(C(F)(F)F)c1 (some centres undefined)
-2%	O=C(NCc1ccc2c(c1)OCO2)c1ccc(CSCc2ccccc2Cl)o1
0%	O=c1c2cn[nH]c2[nH]c(=S)n1-c1ccccc1
-1%[57.5 µM]	C#CCOCCOCCOCCNc1nc(N2CCN(C(=O)[C@H]([C@@H](C)CC)n3cc([C@@H](N)Cc4ccc(O)cc4)nn3)CC2)nc(N2CCN(C(=O)[C@H](Cc3cc4ccccc4[nH]3)n3cc([C@@H](N)C(C)CC)nn3)CC2)n1 (some centres undefined)
-11%[57.5 µM]	NC(=O)[C@@H]1[C@@H]2C(=O)N(c3ccc(F)cc3)C(=O)[C@@H]2[C@H]2C=Cc3ccccc3N21
-12%	O=C(c1cccc(Cl)c1)C1CCCN(Cc2ccc(N3CCNC3=O)cc2)C1 (centres undefined)
-6%	O=C(O)COC(=O)C1C(c2ccccc2)C(C(=O)O)C1c1ccccc1 (centres undefined)
15%	O=C1C(=O)N(CNc2cccnc2)c2ccccc21
7%	CC1=C(C(=O)N2CCCC(CCC(=O)NCc3ccc(F)c(F)c3)C2)OCCO1 (centres undefined)
36%[57.5 µM]	CCOc1ccc2[nH]c3c(=O)n(CCC4=CCCCC4)cnc3c2c1
?	O=C(Nc1ccc(C(F)(F)F)cc1)c1cc(S(=O)(=O)NCC2COc3ccccc3O2)ccc1F (centres undefined)
1%	Cc1noc(C)c1COC(=O)c1ccc2c(c1)OCCO2
1%	CCCNC(=O)c1nc(C)n(-c2cc(Cl)cc(Cl)c2)n1
2%	CNc1ccc(Br)cc(C(=O)/C=C/c2ccc(Cl)cc2Cl)c1=O
2%	Cc1cc(C)cc(NC(=S)NCCSc2ccc(Cl)cc2)c1
?	O=S(=O)(c1cccc(-c2csc(N/N=C/c3ccco3)n2)c1)N1CCOCC1
-10%	O=C(Nc1ccccc1)N1CCN(S(=O)(=O)c2ccccc2)CC1
-2%	CCCCCCCC(=O)NNC(=O)c1c(O)c2ccccc2n(CCC)c1=O
3%	Cc1c(Cl)cccc1NC(=S)N1CCN(c2ccccn2)CC1
8%	Clc1cccc(NCc2cn3cccnc3n2)c1
6%	COc1cccc(/C(N)=N/OC(=O)Cc2ccccc2[N+](=O)[O-])c1

Rewritten tab-delimited: part of the list above
structure	ERK EGF inh
O=C(c1cccc(Cl)c1)C1CCCN(Cc2ccc(N3CCNC3=O)cc2)C1 (centres undefined)	-12%
CCOc1ccc2[nH]c3c(=O)n(CCC4=CCCCC4)cnc3c2c1	36%[57.5 µM]
CCC(C)[C@H]1CNC(=S)N1CCc1cc(C(F)(F)F)cc(C(F)(F)F)c1 (some centres undefined)	6%[57.5 µM]
O=C(Nc1ccc(C(F)(F)F)cc1)c1cc(S(=O)(=O)NCC2COc3ccccc3O2)ccc1F (centres undefined)	?
O=C1C(=O)N(CNc2cccnc2)c2ccccc21	15%
CCN(CC)S(=O)(=O)c1ccc2c(c1)nc(CCC(=O)OCC(=O)Nc1c(F)cccc1F)n2C	10%

Random excerpt: 2 compounds from above, in no set order.
ERK EGF inh	structure
-2%	COc1cc(/C=C/c2ccc3cccc([N+](=O)[O-])c3n2)ccc1OCC(=O)O
-10%	O=C(Nc1ccccc1)N1CCN(S(=O)(=O)c2ccccc2)CC1

Additional compounds follow:
ERK EGF inh	structure
12%	Cc1ccc(-n2nnnc2SCC(=O)N(CC(C)C)c2c(N)n(CC(C)C)c(=O)[nH]c2=O)cc1
-1%	CN(C)S(=O)(=O)c1ccc(N2CCCC2)c(C(=O)Nc2ccccc2OC(F)F)c1
8%	CCn1c(SCC(=O)N/N=C/C(C)=C\c2ccco2)nnc1-c1ccccc1
7%	C=CC#CC[N+]1(CC#Cc2ccccc2)CCOCC1
2%	CCOc1ccc(NC(=O)CCCN2C(=S)NC(C)(C)CC2C)cc1 (centres undefined)
-10%	CC(C)Oc1cccc(C(=O)NC(=S)Nc2cccnc2)c1
-7%	CN(Cc1cnn(-c2ccc(F)cc2)c1)Cc1nc(Cc2ccccc2)no1
-4%[57.5 µM]	C[C@@H]1CC[C@H](O)/C=C/C(=O)O[C@H](C)CC[C@H](O)/C=C/C(=O)O1
10%[57.5 µM]	COc1ccc(N2C(=O)[C@@H]3Cc4ccccc4CN3C2=O)cc1
?	COc1ccccc1-c1cc(C(F)(F)F)nc(N2CCN(c3ccc(F)cc3)CC2)n1
-3%	CCC1(C)Cc2ccccc2-c2nc3n(c(=O)c21)CCS3 (centres undefined)
4%	Oc1ccc(-c2nccc(-c3ccc(Cl)cc3Cl)n2)cc1
?	CC1CCC2C(C)(C)C3CC12CC[C@]3(C)O (some centres undefined)
3%	O=C1c2ccccc2C(=O)N1CCCON1C(=O)c2ccccc2C1=O
8%	O=C(NC(N1CCCCCC1)C(Cl)(Cl)Cl)c1ccccc1Cl (centres undefined)
-9%	Cn1c(=O)c2c(nc(N3CCOCC3)n2CCc2ccccc2)n(C)c1=O
10%	CCOC(=O)c1ccc(NC(=S)NC(=O)COc2ccccc2)cc1
-5%	Fc1c(F)c(F)c(N/N=C/c2c[nH]c3ccccc23)c(F)c1F
4%	COC(=O)c1cc(NC(=O)c2ccc(-c3ccccc3)cc2)ccc1Cl
?	Clc1ccc(-n2nnc(-c3cccnc3Cl)n2)cc1Cl
-1%	CCN1CCN(CCCN(Cc2ccco2)C(=S)Nc2ccc(C)c(Cl)c2)CC1
11%[57.5 µM]	O=C(C[n+]1ccc(-c2nnc3n2CCCCC3)cc1)c1ccc(Cl)cc1
-2%	CCOC(=O)C(=NCCCN(C)C)NNc1ccc(Br)cc1
-1%	Cc1ccccc1-n1c(=S)[nH]c2nc3c(cc2c1=O)CCCC3
-1%	CN1C[C@@H]2C(c3ccc(C(F)(F)F)cc3)C3(c4ccccc4)CC2(C3)[C@H]1c1ccccc1 (some centres undefined)
-8%	CCNC(=S)N/N=C(\C)c1ccc2c(c1)OCCO2
-2%	CN(Cc1cccs1)C(=O)CSc1nc(N)cc(N)n1
2%	CCc1ccc(OCC(=O)NC2CC(C)(C)NC(C)(C)C2)cc1
2%	Nc1nc2nccc(-c3ccco3)n2n1
3%	Cc1ccc(CN2CCN(/N=C/c3cccs3)CC2)cc1

3 entries already listed, ordered by their value in ERK EGF inh, ascending.
ERK EGF inh	structure
-2%	CN(Cc1cccs1)C(=O)CSc1nc(N)cc(N)n1
2%	Nc1nc2nccc(-c3ccco3)n2n1
4%	COC(=O)c1cc(NC(=O)c2ccc(-c3ccccc3)cc2)ccc1Cl

Structures from the list above with a COOH group, in the order listed:
ERK EGF inh	structure
-2%	COc1cc(/C=C/c2ccc3cccc([N+](=O)[O-])c3n2)ccc1OCC(=O)O
-6%	O=C(O)COC(=O)C1C(c2ccccc2)C(C(=O)O)C1c1ccccc1 (centres undefined)

(listing goes on)
ERK EGF inh	structure
21%	CCn1cc(CNCc2cn[nH]c2-c2cc3ccccc3o2)cn1
-6%	CCC(C)NCCCOc1ccc(Cl)cc1C(C)(C)C (centres undefined)
?	Cc1cc(=O)oc2cc(OCC(=O)OCC(=O)Nc3ccc(C(N)=O)cc3)ccc12
13%	CCOc1ccccc1/C=C(\NC(=O)c1ccccc1)C(=O)NCCC(=O)O
4%[57.5 µM]	CCC1ON(C(C)C)C2c3nc4ccccc4n3CC12 (centres undefined)
-1%	Oc1c(C(Nc2cccc(C(F)(F)F)c2)c2cccnc2)ccc2cccnc12 (centres undefined)
1%	COC(=O)c1nnn(-c2nonc2N)c1CSc1nnc(N)s1
6%	CCc1nnc(NC(=O)CSc2nnc3c(C)cc4c(C)ccc(C)c4n23)s1
11%	COCCNC(=S)Nc1ccc(S(=O)(=O)Nc2ncccn2)cc1
6%	CCOc1cc(C(=O)Nc2cccc(C(C)=O)c2)ccc1OCC(=O)N1CCCCC1
7%	CC1(C)C(=O)C2(CCCCC2)C(=O)OC1c1cccc([N+](=O)[O-])c1 (centres undefined)
-3%	O=C(NCc1cn(-c2ccccc2)nc1-c1ccccc1)c1cccc([N+](=O)[O-])c1
3%	O=C(Nc1cccc(S(=O)(=O)N2CCCCC2)c1)c1ccc([N+](=O)[O-])o1
-1%	Cc1ccc(OCC(=O)N2c3ccccc3CC2C)c([N+](=O)[O-])n1 (centres undefined)
13%[57.5 µM]	Cc1onc(-c2c(Cl)cccc2Cl)c1C(=O)NN1CCCCCC1
-43%	c1ccc(CSc2ccc(-c3cccnc3)nn2)nc1
